Bioassay records (PubChem BioAssay)
hcGAS inh: Primary biochemical luminescence assay for human cyclic GMP-AMP synthase inhibitors; Q8N884; recombinant h-cGAS, ATP depletion, Kinase-Glo luminescence; inhibition, % at 12.5 µM; hit rate 0.081% among 290,000;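 also: 0% = vehicle reaction and 100% = reaction without DNA for no activity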
Target sequence (Q8N884 whole entry, looked up): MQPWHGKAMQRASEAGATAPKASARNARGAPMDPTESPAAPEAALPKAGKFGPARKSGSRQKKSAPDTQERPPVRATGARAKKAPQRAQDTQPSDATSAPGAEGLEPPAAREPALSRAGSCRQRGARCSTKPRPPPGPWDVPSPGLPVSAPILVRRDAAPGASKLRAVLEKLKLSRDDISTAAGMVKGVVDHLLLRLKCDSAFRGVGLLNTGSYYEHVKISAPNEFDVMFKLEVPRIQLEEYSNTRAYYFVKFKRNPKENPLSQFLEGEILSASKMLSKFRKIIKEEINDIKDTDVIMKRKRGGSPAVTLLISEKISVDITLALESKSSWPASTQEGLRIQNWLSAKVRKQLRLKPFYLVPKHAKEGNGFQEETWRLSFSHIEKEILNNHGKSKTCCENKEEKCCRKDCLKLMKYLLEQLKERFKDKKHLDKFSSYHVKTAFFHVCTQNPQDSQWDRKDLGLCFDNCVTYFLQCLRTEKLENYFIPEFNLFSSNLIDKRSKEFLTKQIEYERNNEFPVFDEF
mcGAS inh: cyclic GMP-AMP synthase inhibitors, mouse, primary biochemical chemiluminescence; Q8C6L5; recombinant cGAS, Kinase-Glo ATP depletion luminescence; inhibition, % at 12.5 µM; hit rate 0.15% among 160,000; AID 1259399, 2018;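 also: 0% = negative control wells and 100% = reference inhibitor with no enzyme activity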
NPYLR7 ag: agonists of mosquito NPYLR7 receptor, primary screen, cell-based, Aedes aegypti, calcium fluorescence, mosquito biting behavior; AID 1259423, 2018; HEK293T NPYLR7/Galpha15, GCaMP6s calcium fluorescence; Aedes aegypti neuropeptide Y-like receptor 7 (NPYLR7); activation, % at 10 µM; hit rate 0.15% among 270,000; in the data active = activation above about 40%;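 also: 0% = vehicle and 100% = reference agonist at the receptor; some compounds past the cut are filed as inactive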
* marks the source's active call; other numbers are inactive results; x = no result given; & = joins results of further samples. Rule as the data show it, unless noted: active = inhibition above about 40%; inactive = the rest.

SMILES	hcGAS inh	mcGAS inh	NPYLR7 ag
c1ccc(C2CCCN2C2CCN(c3ccc4c(c3)OCO4)CC2)nc1 (stereo not given)	-5	x	18
Cc1cccc(NC(=O)c2cc(-c3ccco3)n(C3CCS(=O)(=O)C3)n2)c1C (stereo not given)	-3	x	2
Oc1ccc(Cl)cc1C1NCCCn2cccc21 (stereo not given)	2	x	28
CC(C)C1CN(Cc2ccc(C(=O)O)cc2)CCCN1CC1CC1 (stereo not given)	-7	-13	x
CSc1ncc(CN2CCc3[nH]nc(-c4cccc(F)c4)c3C2)cn1	-3	x	2
O=C(Cn1cnnn1)N1CCC(c2cc(-c3ccccc3Cl)n[nH]2)CC1	3	-4	1
COc1ccc(NC(=O)N2CCSC2c2cccc(F)c2)c(OC)c1 (stereo not given)	-2	-3	-5
Cc1cc(N2CCOCC2)nc(Nc2ccc(NC(=O)C(C)Oc3ccccc3)cc2)n1 (stereo not given)	-10	x	14
O=C(CCC1CCCN(Cc2cccn2-c2nccs2)C1)Nc1ccccc1F (stereo not given)	-11	x	26
COc1ccc(N2CC(CNC(C)=O)OC2=O)cc1 (stereo not given)	0	x	1
O=C(c1cn(CCC2CCCCC2)nn1)N1CCCCC1c1nccs1 (stereo not given)	-7	x	3
Cc1nc2ccc(C(=O)N3CCN(Cc4ccco4)C(CCO)C3)cc2[nH]1 (stereo not given)	-3	-16	-6
C/C1=C\CC[C@]23O[C@H]2[C@@H](OC3=O)c2c(C)coc2C1	11	4	-7
CC1=NNc2nc3c(c(=O)n(Cc4ccc(Cl)cc4)c(=O)n3C)n2C1C (stereo not given)	-2	x	-8
COCc1ccccc1NC(=O)Cc1ccc2c(c1)CCCC2	-9	x	11
O=C1NCC2(CCN(c3ccnc(C(=O)NCCc4ccccc4)c3)CC2)O1	-2	x	11
COCCNC(=O)C1(C)CCN(Cc2ccc(C(C)C)cc2)C1 (stereo not given)	-3	x	9
COC(=O)C(Cc1ccccc1)NC(=O)c1ccc(-n2nc(C)cc2C)cc1 (stereo not given)	-4	-3	7
Cc1cccc2c3c([nH]c12)CCC(NC(=O)CC1C=CCC1)C3 (stereo not given)	-4	-5	x
O=C(NCC1CCCCC1)c1cnc(-c2ccccc2F)s1	-6	x	-3
Cc1c(C(C)(C)C)sc(=N)n1C	-8	x	-8
COc1cccc(NC(=O)C2(C)CCN2Cc2cccc(OC)c2F)c1 (stereo not given)	-9	x	7
COc1ccc(NC(=O)NCCNc2cc(-n3nc(C)cc3C)nc(C)n2)c(C)c1	-1	-7	-4
CCn1ncc(CN2CCC(N3CCC(C(=O)NCc4cccnc4)CC3)CC2)c1C	-6	x	3
CC(C)(C)c1cc2nc(-c3ccccc3)cc(C(=O)NCc3ccncc3)n2n1	-9&0	-8&-4	-6&19
O=C(O)c1ccc(CSc2nnc(Cc3ccccc3)n2-c2cccc(Cl)c2)cc1	1	-3	-1
O=c1ccc(-c2ccc(F)cc2)nn1CCCNS(=O)(=O)c1ccc(Cl)s1	-2	x	0
O=C(NC(c1ccc2c(c1)OCCO2)C1CC1)c1ccc(=O)[nH]c1 (stereo not given)	5	x	-5
C=CCN(Cc1nc2scc(-c3ccccc3OC)c2c(=O)[nH]1)CC(O)Cc1ccccc1 (stereo not given)	-5	-3	13
CC(C)(C)c1ccc(C(=O)NN2C(=O)NC(C)(c3ccco3)C2=O)cc1 (stereo not given)	-4	-7	0
CN(CC1(CO)CCCC1)C(=O)Cc1ccncc1	-2	x	-1
Cc1ccc(C2CCCN2C(=O)CN(C)S(=O)(=O)c2ccc(C#N)cc2)cc1 (stereo not given)	-4	x	13
O=C(Nc1cc(-c2nc3ccccc3o2)ccc1Cl)C1CCC1	-7	-10	x
Cn1ccnc1CN1C[C@H](Oc2ccccn2)[C@H]2C[C@@H]1Cc1c2[nH]c2ccccc12	2	-4	20
Cc1cc(C)cc(C(O)c2ncc(-c3ccc4ccccc4c3)[nH]2)c1 (stereo not given)	-9	x	2
Cc1cccc(C(CNC(=O)C(N)=O)N(C)C)c1 (stereo not given)	-2	x	-6

Whole records, looked up by structure.
Entry for CC(C)(C)c1cc2nc(-c3ccccc3)cc(C(=O)NCc3ccncc3)n2n1 → hcGAS inh: -9&0; mcGAS inh: -8&-4; NPYLR7 ag: -6&19
Entry for COC(=O)C(Cc1ccccc1)NC(=O)c1ccc(-n2nc(C)cc2C)cc1 (stereo not given) → hcGAS inh: -4; mcGAS inh: -3; NPYLR7 ag: 7

Further results
SMILES	hcGAS inh	mcGAS inh	NPYLR7 ag
CN1CCN(N=Cc2ccc(C#N)cc2)CC1	-5	x	6
Cc1ccc(-n2c(SCC(=O)NCCc3ccccc3)nc3c(c2=O)SCC3)cc1	-5	x	-3
Cc1cccc(C)c1NC(=O)C(NC(=O)CN1C(=O)c2ccccc2C1=O)c1ccc(Cl)cc1 (stereo not given)	-4	x	-3
CCOCCCn1c(SCc2ccc(F)cc2Cl)nc2cc(C(=O)OCC)ccc21	-7	-6	-1
COCCCN(CC(=O)N(Cc1ccco1)Cc1cccn1C)C(=O)C1C[C@H]1c1ccccc1 (stereo not given in full)	-5	-4	x
COc1cc(F)ccc1N1CCN(Cc2nc(C)c(C)o2)CC1	-6	x	7
CC(C)[C@H](CO)NC(=O)c1cc2ccc1CCc1ccc(cc1)CC2	5	x	4
CCS(=O)(=O)NC1CCN(c2ccccc2C(=O)N2CCOCC2)CC1	-3	-4	15
COc1cc2c(cc1CN1CCN(c3cc(C(N)=O)ccn3)CC1)CCC2	-4	x	10
N#CCCSc1nnc(-c2ccc(Cl)cc2)n1Cc1ccco1	-1	-7	3
COCCN(Cc1nccn1Cc1cccc(Cl)c1)C(=O)CCc1ccccc1	-6	-5	18
Cc1ccc(F)cc1-c1n[nH]c(CCc2ccccc2)n1	-2	-5	11
O=C(Cc1ccc(Cl)cc1)NCc1cc(-c2ccc(F)cc2F)on1	-11	-8	0
Cc1cc(C)c2c(N)[nH]nc2n1	-12&-7	x	-1&0
Cc1ccccc1Cn1nc(C2CCCN(S(C)(=O)=O)C2)n(C)c1=O (stereo not given)	4	-4	-2
NC(CC(=O)O)C(F)(F)F (stereo not given)	-7	-5	2
Cc1ccc2c(c1)C1(NCCS1)C(=O)N2Cc1cccc(C#N)c1 (stereo not given)	-3	x	17
Nc1ncnc2sc3c(c12)CCN(C(=O)c1ccncc1)C3	-9	x	2
CC(=NCCCN1CCOCC1)c1c(C)[nH]n(-c2nc3ccccc3s2)c1=O	-5	x	-11
Cc1nc(NCCCN2CCC(C(N)=O)CC2)cc(C(C)C)n1	-3	0	-18
COc1ccc(-n2nnc3c(N4CCN(C(=O)c5ccco5)CC4)ncnc32)cc1	-6	-6	-9
COCCCNC(=O)c1cc(NC(=O)Nc2cccc3ccccc23)ccc1N1CCCCC1	2	-1	2
CCOC(=O)c1cc(-c2cccc(NC(=O)c3cc(Cl)nc(OC)c3)c2)n(-c2ccc(F)cc2)n1	-5	-7	28
Cc1ccccc1-c1cnnc(NCCCN2CCCC2=O)n1	0	-1	-1

Shown with values under each structure: part of the list above
Below each compound: hcGAS inh, mcGAS inh, NPYLR7 ag
- Cc1cc(C)c2c(N)[nH]nc2n1
 : -12&-7, x, -1&0
- Cc1ccccc1Cn1nc(C2CCCN(S(C)(=O)=O)C2)n(C)c1=O (stereo not given)
 : 4, -4, -2

Further records follow:
SMILES	hcGAS inh	mcGAS inh	NPYLR7 ag
COCc1nc(NCCN2CCC(c3ccccc3)C2)c2cnn(C)c2n1 (stereo not given)	-4	x	21
CCCCCCc1ccc(C(=O)N(CC(=O)N(Cc2ccc(F)cc2)Cc2cccs2)CC2CCCO2)cc1 (stereo not given)	-6	-4	x
CCc1ccc(C2CC(c3ccc(F)cc3)=Nc3nnnn32)cc1 (stereo not given)	17	x	6
CC(C)=CCn1c2ccc(NC(=S)NC3CC3)cc2c(=O)n1C	-3	-6	7
COc1cc(OC)c(OC)cc1CN1CCN(Cc2cc(OC)c(OC)cc2Br)CC1	-6	x	1
Cc1ccc(NC(=O)CCNC(=O)N2CCCC(C)C2)nc1 (stereo not given)	-2	-15	7
N#CCCS(=O)(=O)c1ccccc1	-6	x	11
Cc1cccc(Nc2nnc(SC(C(=O)NC(N)=O)C(C)C)s2)c1 (stereo not given)	-5	-5	2
CCCCCCCCN1C(=O)C(=Cc2ccsc2)C(=O)NC1=S	4	15	0
COc1ccc(-c2nnc3ccc(OCCNC(=O)C(C)(C)C)nn23)cc1OC	-1	-1	-9
Cc1cccc(CSc2ncc(CO)n2CC(N)=O)c1	-5	x	7
CNC(=O)CSc1nnc(-c2cnccn2)n1Cc1ccco1	2	-1	2

Quoted at random: 6 compounds from above, in no set order.
SMILES	hcGAS inh	mcGAS inh	NPYLR7 ag
COCCCNC(=O)c1cc(NC(=O)Nc2cccc3ccccc23)ccc1N1CCCCC1	2	-1	2
COCc1nc(NCCN2CCC(c3ccccc3)C2)c2cnn(C)c2n1 (stereo not given)	-4	x	21
O=C1NCC2(CCN(c3ccnc(C(=O)NCCc4ccccc4)c3)CC2)O1	-2	x	11
N#CCCSc1nnc(-c2ccc(Cl)cc2)n1Cc1ccco1	-1	-7	3
COc1ccc(-n2nnc3c(N4CCN(C(=O)c5ccco5)CC4)ncnc32)cc1	-6	-6	-9
Cc1ccccc1-c1cnnc(NCCCN2CCCC2=O)n1	0	-1	-1

Carrying on:
SMILES	hcGAS inh	mcGAS inh	NPYLR7 ag
CC(C)N(Cc1nccn1Cc1ccccc1C(F)(F)F)C(=O)c1ccc(F)cc1	-2	-4	18
CCn1nnc2c(N3CCCC3)ncnc21	-11	x	11
CCc1nc(C)c(C(=O)N2CCN(c3nsc4ccccc34)CC2)o1	-6	-12	9
COc1cc2nc[nH]c(=O)c2cc1OC	-6	x	1
COc1cc([C@@H]2SC(C)(C)[C@H](C(=O)O)N2C(C)=O)cc(OC)c1OC	0	x	5
C=CCn1c(SCc2cccc3ccccc23)nc2c1c(=O)n(C)c(=O)n2C	-2	-7	1
O=C(NC1CCc2ccccc21)C1=COC2=NC(=O)N(Cc3cccc(Cl)c3)CCN12 (stereo not given)	-3	x	-1
O=C(/C=C/c1nc2ccccc2o1)N1CCC(N2CCCCC2)CC1	-15	x	-8
Cc1ccc2nc(CN(C)Cc3cnc4c(-c5ccccc5)cnn4c3)[nH]c2c1	-5	-14	0
O=C(Nc1cccc(Cl)c1)C(C1CCCC1)N1CCN(C(=O)c2cccc(F)c2)CC1 (stereo not given)	-4	-4	-2
CC(Oc1ccc(C(C)(C)C)cc1)C(=O)ON=C(N)c1ccncc1 (stereo not given)	-3	-6	1
Cc1cc(C)nc(-n2[nH]c(-c3ccc4ccccc4c3)cc2=O)n1	-4	-1	-1
Cc1noc(C)c1S(=O)(=O)N[C@@H](C)C(=O)N(C)Cc1cnn(C)c1	-2	x	7
O=C(Nc1cc(C(F)(F)F)c[nH]c1=O)C1(c2cccc(F)c2)CCOCC1	0	x	2
CCO[C@H]1COC[C@@H]1NC(=O)C1(c2ccccc2F)CC1	-4	-14	x
N=C(N)N1CCN(S(=O)(=O)c2ccc(Cl)cc2)CC1	-7	x	7
CCC(=O)N[C@@H]1c2ccccc2C2(CCN(C/C(C)=C/c3ccco3)CC2)[C@H]1OCCOC	-2	-3	3
CC(C)NC(=O)CN1CCN(c2cc(Oc3ccc(F)cc3Cl)ncn2)CC1	-6	-3	5
Cc1nc(N2CC[C@@H](N3CCOCC3)[C@H](O)C2)cc(-n2cccn2)n1	-2	x	6
COc1ccc(C)cc1NC(=O)N1CCN(C(C)c2ccccc2)CC1 (stereo not given)	-2	-6	16
CCN(CC)C(=O)Cn1c(=O)n(-c2ccc(C)cc2)c(=O)c2oc3ccccc3c21	4	0	-4
CC1CN(C(=O)c2ccc(-c3nnc(-c4ccccc4)o3)cc2)CC(C)O1 (stereo not given)	-10	x	7
CN1CCCc2cc(C(CNC(=O)NC(C)(C)C)N(C)C)ccc21 (stereo not given)	-2	-6	-6
CC(=O)N1CCc2c(nc(-c3ccncc3)nc2NCC2CCOCC2)C1	-5	-14	5
COCC(=O)N(Cc1ccco1)Cc1ccccc1OS(=O)(=O)c1ccc(OC)cc1	-11	-7	14
O=C(CCc1ccccc1)NC1CCN(c2ccccc2C(=O)NCCc2ccccc2)CC1	-9	-5	-2
Cn1nc(C2CCN(c3ncccc3C(N)=O)CC2)n(-c2ccccc2)c1=O	-9	-15	9
CN1C(=S)N(c2ccc(Oc3ccccc3)cc2)C(=O)/C1=C\c1ccncc1	-4	-4	15
Cc1ccc(C(=O)N(C)C2CCCCC2O)cc1 (stereo not given)	-2	-8	-11
O=C(O)c1cc(N2C(=O)/C(=C/c3ccc([N+](=O)[O-])cc3)C=C2c2ccccc2)ccc1O	-1	3	1
CCCCC(CC)CCC(CC(C)C)OS(=O)(=O)O (stereo not given)	42*	x	-5
CC(C)c1ccc(NC2CCCN(C(=O)c3n[nH]c4c3CCC4)C2)cc1 (stereo not given)	4	x	-6
Cc1ncc(-c2c(-c3ccccc3)ncn2CCCN2CCOCC2)[nH]1	-7	-11	x
CC(C)Cc1ncc2c(n1)CN(C(=O)c1cccc(-n3cnnc3)c1)C2	-4	-16	x
CC(=O)Nc1ccc(NS(=O)(=O)c2c(C)cc(C)c(N(C)S(C)(=O)=O)c2C)cc1	-4	x	5
C=CCNC(=O)c1nnc2n(c1=O)CCN2c1ccccc1	-9	-6	2
COc1ccccc1OCc1cc(C(=O)NCc2ccc(N3CCCC3=O)cc2)no1	-2&-2	x	3&14
CC(C)[C@H](NC(=O)c1cccc([N+](=O)[O-])c1)c1nnc2c(C(F)(F)F)cccn12	-2	0	-25
COc1cc(O)c2c(=O)c(O)c(-c3ccc(O)c(O)c3)oc2c1	1	x	0
